# TAG inh – inhibitors of triacylglycerol accumulation, primary screen, cell-based, uHTS, fluorescence, H9c2; H9c2 cells, Nile Red lipid (TAG) fluorescence; cells loaded with 200 µM oleic acid; inhibition, % at 12.5 µM; hit rate 0.66% among 230,000; AID 651582, 2012;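 active = pattern-corrected inhibition of lipid staining of at least 50% with the nuclear-stain viability signal not falling by more than 50%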;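 also: 0% = DMSO wells and 100% = triacsin C control wells; some results filed as inactive read as strong as hits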
# TAG inh DAPI viability – second read-out of TAG inh, no call of its own (marks repeat the call); DAPI nuclei signal change (viability), lower = more cytotoxic, %;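 whole-well DAPI fluorescence read on a plate reader as a viability signal; minus 50 percent equals half of cells still viable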
# * hit, by the source's call.
SMILES,TAG inh,TAG inh DAPI viability
Cc1ccc(S(=O)(=O)CCC(=O)OCC(=O)c2c[nH]c3ccccc23)cc1,7,3
O=C1c2ccccc2C(Nc2ccc3c(c2)OCCO3)N1c1ccccn1 (configuration not stated),19,-4
CCCCOc1ccc(CSC(=N)N)cc1[N+](=O)[O-],23,1
CCCn1c(-c2nonc2N)nc2ccccc21,-8,2
CCN(CC)C(=S)SCC(=O)Nc1nc(-c2ccccc2)c(-c2ccccc2)o1,9,-3
Fc1ccc(-c2nc3ccc(Br)cn3c2Cc2ccccc2)cc1,-11,14
CC(C)NC(=O)Nc1ccc2c(c1)C(=O)N([C@H](C)CO)C[C@H](C)[C@@H](CN(C)C(=O)NC1CCCCC1)O2,-6,1
Cc1cc(NC(=O)c2cc([N+](=O)[O-])ccc2Cl)no1,-4,-2
Cc1cccc(C)c1OCC(O)CNS(=O)(=O)c1ccccc1C(=O)N1CCOCC1 (configuration not stated),6,-14
Cc1cc(NC(=O)CSc2ccc(-c3ccc(F)cc3)nn2)no1,-7,-1
CCc1nc(CN(C)C(=O)C2CCC(=O)N(CCc3cccc(F)c3)C2)no1 (configuration not stated),3,0
O=C(Nc1nc(COc2ccccc2)cs1)C1CCC1,-20,-5
O=C(O)C1CCC(C(=O)O)O1 (configuration not stated),-2,9
COc1ccc(C(CC(=O)O)NC(C)=O)cc1OC (configuration not stated),2,7
COc1ccc([N+](=O)[O-])c(OC)c1C(=O)NC(=O)Nc1c(F)cc(F)cc1F,0,-6

# Some of the entries above, set out differently:
smiles	TAG inh	TAG inh DAPI viability
CCN(CC)C(=S)SCC(=O)Nc1nc(-c2ccccc2)c(-c2ccccc2)o1	9	-3
Fc1ccc(-c2nc3ccc(Br)cn3c2Cc2ccccc2)cc1	-11	14

# Remaining list, next part
SMILES,TAG inh,TAG inh DAPI viability
c1cc(C2OCCN2CC2COC3(CCCC3)O2)ccn1 (configuration not stated),-6,2
COc1ccccc1CCN=C(N)NS(=O)(=O)c1ccc(C)c(C)c1,-13,-1
CCc1nc2ccc(C(=O)N(CC)CCN(C)C)cn2c1N(C)C(=O)C1CCCCC1,7,-10
COc1cccc(C(=O)NCCSc2c(C)[nH]c3ccccc23)c1OC,-45,4
Cc1cc(C)n(-c2nnc(N3CCN(c4ccc(F)cc4)CC3)nn2)n1,9,-26
CC12CCC(=O)N1C(C(=O)Nc1nc3ccc(F)cc3s1)CS2 (configuration not stated),-6,-6
CCOC(=O)c1c(/N=C/N(C)C)sc(C)c1C,0,3
C=CCOc1ccc(Br)cc1/C=N/O,-9,-4
COCC(C)NC(=O)C1CC(c2cccc(Br)c2)=NO1 (configuration not stated),2,-8
NS(=O)(=O)c1ccc(CCNC(=O)C2CC(=O)N(Cc3ccccc3Cl)C2)cc1 (configuration not stated),12,3
N#Cc1cn(Cc2ccccc2)c(=O)[nH]c1=O,-1,41
CCOC(=O)N1CCN(C(=O)CSc2ccc(-c3ccccc3)nn2)CC1,15,-13
CSc1ccc(CN2CCC(C)(Oc3ccc(F)cc3)C2)cc1 (configuration not stated),-4,2
CCOC(=O)c1[nH]c(C)c(C(=O)NC(C)(C)C)c1C,7,-4
CC(C)NC(=O)c1cc(-c2cccs2)on1,30,-26
CCOc1ccc2[nH]c(=O)c(CN(CCO)C(c3nnnn3C3CCCCC3)C(C)C)cc2c1 (configuration not stated),-4,1
CCOC(=O)N1CCc2c(sc(NC(=O)c3ccc(S(=O)(=O)N4CCCC4)cc3)c2C#N)C1,-8,1
CC(C)(C)C(=O)N1CCc2cc(-c3csc(N)n3)ccc21,-13,-2
O=C(Nc1cccc(OC(F)(F)F)c1)C1Cc2c(-c3ccc4c(c3)OCO4)ccnc2O1 (configuration not stated),-15,9
COc1ccc(CCNC(=O)CSc2ccsc2[N+](=O)[O-])c(OC)c1,-10,9
Cc1ccc2nc3c(cc(C(=O)NCc4ccco4)c(=N)n3Cc3ccco3)c(=O)n2c1,-3,36
c1cncc(C2OCC3(CO2)COC(c2cccnc2)OC3)c1 (configuration not stated),-3,5
Cc1ccc2nc(-c3ccc(NC(=O)c4cccnc4)cc3)oc2c1,-3,31
O=C(CC1CCCCC1)NCc1ccccn1,-2,-5
CCOC(=O)C(C)Sc1nc(=O)n2cc(C)ccc2n1 (configuration not stated),19,-5
Cc1cc(C(=O)Nc2c(C)n(C)n(-c3ccccc3)c2=O)on1,7,5
CSc1ccc(NC(=O)Nc2cccn(Cc3ccccc3)c2=O)cc1,5,-5
CN1CCN(C(=O)c2ccc(S(=O)(=O)c3ccc(Br)cc3)cc2)CC1,6,0
N#Cc1ccccc1CSc1nc2ccc(NC(=O)c3ccccc3C(=O)O)cc2s1,1,-5
CC(Sc1nc2ncc(Cl)cc2[nH]1)C(=O)c1c(N)n(C)c(=O)n(C)c1=O (configuration not stated),5,-5
COc1ccc(NS(=O)(=O)c2ccc(Oc3ncccn3)cc2)cc1,-15,11
COCc1cc(C)nc(SCc2ccc([N+](=O)[O-])cc2)c1C#N,-6,-1
Cc1cc(C(=O)N/N=C2\CCCc3ccccc32)c(C)o1,-14,11
Cc1ccc(CNCc2ccc3c(c2)OCO3)cc1,-6,-10
COc1cccc(CN(C)C(=O)c2ccccc2Sc2ccccc2C#N)c1,-6,-4
COc1ccc2nc(NNC(=O)c3cc(=O)c4ccccc4o3)sc2c1,1,-4
Cc1cccc(N=C2NN=C(c3ccccc3F)CS2)c1C,-3,5
CCOc1ccccc1CNC(=O)c1cc2oc3ccccc3c2n1CC,27,9
O=C1CCC([N+](=O)[O-])C(c2ccc(Cl)cc2)N1 (configuration not stated),1,-6
COc1cccc(CN2CCNC(=O)C2CC(=O)NCc2cn3ccc(C)cc3n2)c1OC (configuration not stated),-14,12
CCNC(=S)NNc1nncc2ccccc12,-8,10
CCOc1ccc(NC(=S)N2CCCN(Cc3cccc(Cl)c3)C2)cc1,13,10
COc1cc(C(=O)N2CCSCC2)ccc1OC1CCN(C(C)=O)CC1,10,-1
C=CCN1C(=O)/C(=C/C=C2/N(CC)c3ccc(S(=O)(=O)N(C)C)cc3N2CC)SC1=S,-31,1
CCOC(=O)c1c(NC(=O)c2c(-c3ccccc3)noc2C)sc(C)c1-c1ccccc1,9,2
O=c1[nH]c(C2CC2)nc2sc3c(c12)CCCC3,18,0
CCOC(=O)C(NC(=O)Cc1ccccc1)(Nc1cc(C)on1)C(F)(F)F (configuration not stated),12,-4
CC(C)CC(N)c1csc(Nc2cnccn2)n1 (configuration not stated),9,-6
CCc1ccc(OCC(=O)NNC(=S)NC(=O)C2CCCCC2)c(Br)c1,8,-6
COc1ccc(-c2cc3ccccc3n2CC(O)CN2CCCCC2)cc1 (configuration not stated),9,6
Cc1ccc(CNC(=O)CSCc2ccc(F)cc2)cc1,-20,0
COc1ccccc1-c1c(C)nn2c(N3CCC(C(N)=O)CC3)cc(C)nc12,-1,-7
CSc1ccccc1C(=O)NCCOc1cccc(C)c1,-6,-10
COc1ccc(NC(=O)c2ccc(Cl)nc2)cc1S(=O)(=O)N1CCOCC1,9,-7
CCn1c(SCC(=O)NC2CCCC2)nnc1-c1c[nH]c2ccccc12,-5,3
COC(=O)Cc1[nH]nc2c1C1(C(=O)N(Cc3ccc(Cl)cc3)c3ccccc31)C(C#N)=C(N)O2 (configuration not stated),28,-5
CCCCn1c(N)c(N(CC(C)C)C(=O)CSc2nnc(C)n2-c2ccc(OC)cc2)c(=O)[nH]c1=O,-16,9
CC(C)(Oc1ccc(Cl)cc1)C(=O)N1CCN(c2ccccn2)CC1,1,-6
Cc1cc(C)c(C#N)c(SCc2nnc(-c3ccccc3)o2)n1,0,80
CCOC(=O)c1[nH]ncc1CN1CCC(Cc2ccccc2)(C(=O)OCC)CC1,-3,11

# Quoted from the listing, 18 compounds:
SMILES,TAG inh,TAG inh DAPI viability
COc1cccc(CN2CCNC(=O)C2CC(=O)NCc2cn3ccc(C)cc3n2)c1OC (configuration not stated),-14,12
CCNC(=S)NNc1nncc2ccccc12,-8,10
CCOc1ccc(NC(=S)N2CCCN(Cc3cccc(Cl)c3)C2)cc1,13,10
COc1cc(C(=O)N2CCSCC2)ccc1OC1CCN(C(C)=O)CC1,10,-1
C=CCN1C(=O)/C(=C/C=C2/N(CC)c3ccc(S(=O)(=O)N(C)C)cc3N2CC)SC1=S,-31,1
CCOC(=O)c1c(NC(=O)c2c(-c3ccccc3)noc2C)sc(C)c1-c1ccccc1,9,2
O=c1[nH]c(C2CC2)nc2sc3c(c12)CCCC3,18,0
CCOC(=O)C(NC(=O)Cc1ccccc1)(Nc1cc(C)on1)C(F)(F)F (configuration not stated),12,-4
CC(C)CC(N)c1csc(Nc2cnccn2)n1 (configuration not stated),9,-6
CCc1ccc(OCC(=O)NNC(=S)NC(=O)C2CCCCC2)c(Br)c1,8,-6
COc1ccc(-c2cc3ccccc3n2CC(O)CN2CCCCC2)cc1 (configuration not stated),9,6
Cc1ccc(CNC(=O)CSCc2ccc(F)cc2)cc1,-20,0
COc1ccccc1-c1c(C)nn2c(N3CCC(C(N)=O)CC3)cc(C)nc12,-1,-7
CSc1ccccc1C(=O)NCCOc1cccc(C)c1,-6,-10
COc1ccc(NC(=O)c2ccc(Cl)nc2)cc1S(=O)(=O)N1CCOCC1,9,-7
CCn1c(SCC(=O)NC2CCCC2)nnc1-c1c[nH]c2ccccc12,-5,3
COC(=O)Cc1[nH]nc2c1C1(C(=O)N(Cc3ccc(Cl)cc3)c3ccccc31)C(C#N)=C(N)O2 (configuration not stated),28,-5
CCCCn1c(N)c(N(CC(C)C)C(=O)CSc2nnc(C)n2-c2ccc(OC)cc2)c(=O)[nH]c1=O,-16,9

# Next section:
SMILES,TAG inh,TAG inh DAPI viability
O=C(NC1CC1)c1cc2c(F)cccc2s1,-3,-4
CCN(CC(=O)NCc1ccc(Cl)cc1)C(=O)/C=C/c1cccs1,-11,0
Cc1ccc(N(CC(=O)Nc2ccccc2C(=O)N2CCOCC2)S(C)(=O)=O)cc1,-7,1
C=CCn1c(CCSCc2ccccc2)n[nH]c1=S,6,-1
O=C(CSc1ccc(-c2ccccn2)nn1)NCc1ccc(F)cc1,4,-5
CCCc1n[nH]c2c1C(=O)CC(C)(C)C2,5,1
O=C(C1CC(=O)N(C2CCCCC2)C1)N1CCN(c2cccc(C(F)(F)F)c2)CC1 (configuration not stated),11,2
N#Cc1ccc(OCc2nnc(SCC(=O)N3CCCc4ccccc43)n2-c2ccccc2)cc1,-6,-13
COc1ccc(C2(C(=O)Nc3cc(C)on3)CCOCC2)cc1,2,-6
CCOC(=O)c1cc2c(=O)n3ccccc3nc2n(CCOC)c1=NC(=O)c1ccncc1,14,-3
O=C(Nc1ccc(S(=O)(=O)NCc2ccco2)cc1)c1ccc2ccccc2n1,-26,-6
Cc1cccn2c(=O)c(C=O)c(NCc3ccccc3)nc12,-23,11
COc1ccc(NS(=O)(=O)c2cccc(C(=O)NCc3ccccn3)c2)cc1,5,0
COC(=O)CC1(c2cccc3ccccc23)C(=O)c2ccccc2C1=O,7,-10
COc1cccc(CC(=O)OCc2csc(CC(=O)Nc3ccccc3C)n2)c1,15,1
CC1CN(C2CCCCC2)c2nc3c(c(=O)n(C)c(=O)n3C)n2C1 (configuration not stated),-63,-8
O=c1[nH]c(N2CCCCCC2)nc2ncn(Cc3ccccc3)c12,0,-11
CC(Oc1ccccc1)C(=O)Nc1nc(-c2ccccn2)cs1 (configuration not stated),-46,-6
O=C(Nc1nc2ccccc2[nH]1)C12CC3CC(CC(C3)C1)C2,12,9
Cc1cc(NC(=O)CSc2nc3ccccc3n2CCC#N)no1,-8,-1
O=C(CN(CCc1ccccc1)C(=O)CNS(=O)(=O)c1ccccc1)NCC1CCCO1 (configuration not stated),-30,49
CCN1CCN(c2cc(C)c3cc(NC(=S)N4CCOCC4)ccc3n2)CC1,1,15
CCOC(=O)N1CCc2[nH]c3ccc(C)cc3c2C1,-4,6
CCN(CC)C(=O)c1cccc(NC(=O)c2ccc3c(=O)n4c(nc3c2)CCC4)c1,8,1
COc1ccc(Cl)cc1NC(=O)COC(=O)/C=C/c1c(C)nn(C2CCS(=O)(=O)C2)c1Cl (configuration not stated),-9,-1
Cc1ccc(N2CC(C(=O)N/N=C/c3cccc([N+](=O)[O-])c3)CC2=O)cc1 (configuration not stated),-6,-5
C/C(=N/NC(=O)CNC(=O)c1ccccc1F)c1ccc2c(c1)CCCC2,19,-8
CCN(CC)Cc1c(-c2ccccc2)[nH]c2ccc(C)cc2c1=O,13,-15
c1ccc(CCN2CCN(c3ncnc4c3cnn4-c3ccccc3)CC2)cc1,11,9
Cc1cc(C(=O)N/N=C\c2ccc(COc3ccc([N+](=O)[O-])cc3)o2)ccc1[N+](=O)[O-],-43,20
CC(=O)Nc1ccc(NC(=O)CSc2nnc(-c3ccc(NS(C)(=O)=O)cc3)n2C)cc1C,1,7
CCCN(C(=O)CCOc1ccc(C(C)(C)C)cc1)c1c(N)n(Cc2ccccc2)c(=O)[nH]c1=O,24,-3
O=C(COC(=O)c1ccc(OC(F)F)cc1)NCCC1=CCCCC1,-6,1
CC(Sc1nnnn1C)C(=O)Nc1ncc(Cl)cc1Cl (configuration not stated),-12,0
COc1ccc(O)c(/C=N/NC(=S)Nc2cccnc2)c1,-11,-11
O=Cc1cccc(OC(=O)Nc2ccccc2)c1,2,-7
c1nc(N2CCOCC2)c2[nH]cnc2n1,15,-19
CCCCN(C)CCCNC(=O)c1cccc(N2CCCC2=O)c1,-10,7
COc1ccc(C2/C=C\CN(C(=O)c3ccccc3)[C@H](Cc3ccccc3)C(=O)N2Cc2ccc(F)cc2)cc1 (some centres not stated),6,6
COc1cc(C2C=C(C34CC5CC(CC(C5)C3)C4)NC(=S)N2)cc(OC)c1OC (configuration not stated),9,4
CC1(C)NC(=O)N(CC(O)COc2ccccc2-c2ccccc2)C1=O (configuration not stated),-4,0
CCOC(=O)CNC(=O)CSc1nnc(COc2ccc(Cl)cc2)n1CC,0,-2
OC[C@@H]1[C@@H](c2ccc(F)cc2)C(c2ccccc2)=NN1c1ccccc1,2,191
O=C(COC(=O)C1CCCN1C(=O)C12CC3CC(CC(C3)C1)C2)c1ccc(Br)cc1 (configuration not stated),-20,0
COc1ccc(Br)cc1CNC(=O)CCC(=O)N1CCSc2ccccc21,-5,5
COCC(C)n1c(C)cc(C(=O)COC(=O)C2=NN(c3ccccc3)C(=O)CC2)c1C (configuration not stated),1,-4

# Screening data from PubChem.

# Not all compounds are listed; the hit share may differ from the screen's.
